Compound activity from PubChem.
hIAP act = human IAP activators, primary screen, biochemical, luminescence, uHTS; purified human IAP, CDP-Star luminescence, 30 min; stronger effect = higher value; 1 = vehicle-only enzyme, 0 = enzyme-free background; activation factor at 10 µM; Intestinal-type alkaline phosphatase (Homo sapiens), P09923; 0.16% of 330,000 active;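 active = activation factor of the enzyme at least 2-fold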; note: the source names both 10 and 20 µM as test concentration; values of inactives mirror those of a sister screen read the other way
Target sequence (P09923 whole entry, looked up): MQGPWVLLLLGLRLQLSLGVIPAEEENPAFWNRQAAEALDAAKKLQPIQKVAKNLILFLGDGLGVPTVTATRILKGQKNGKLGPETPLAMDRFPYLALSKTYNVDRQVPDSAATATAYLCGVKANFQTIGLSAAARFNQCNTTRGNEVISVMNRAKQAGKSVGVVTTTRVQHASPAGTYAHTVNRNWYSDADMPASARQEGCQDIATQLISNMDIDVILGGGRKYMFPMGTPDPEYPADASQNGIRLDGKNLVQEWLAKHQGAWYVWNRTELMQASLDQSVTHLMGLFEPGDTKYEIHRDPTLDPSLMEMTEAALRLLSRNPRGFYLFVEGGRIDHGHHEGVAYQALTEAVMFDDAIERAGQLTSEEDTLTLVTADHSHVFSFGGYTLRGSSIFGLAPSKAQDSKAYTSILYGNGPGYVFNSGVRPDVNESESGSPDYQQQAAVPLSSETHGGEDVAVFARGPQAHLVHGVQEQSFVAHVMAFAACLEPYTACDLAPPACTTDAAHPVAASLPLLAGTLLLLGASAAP
ATG4B inhibitor = ATG4B protease inhibitors, primary screen, biochemical, fluorescence, uHTS; Cysteine protease ATG4B (Homo sapiens), Q9Y4P1; ATG4B cleavage of LC3-PLA2, NBD-HPC fluorescence, 1 h; inhibition, % at 8.33 µM; 0.51% of 340,000 active; AID 504462, 2011; in the data active = inhibition above about 40%
Target sequence (Q9Y4P1 whole entry, looked up): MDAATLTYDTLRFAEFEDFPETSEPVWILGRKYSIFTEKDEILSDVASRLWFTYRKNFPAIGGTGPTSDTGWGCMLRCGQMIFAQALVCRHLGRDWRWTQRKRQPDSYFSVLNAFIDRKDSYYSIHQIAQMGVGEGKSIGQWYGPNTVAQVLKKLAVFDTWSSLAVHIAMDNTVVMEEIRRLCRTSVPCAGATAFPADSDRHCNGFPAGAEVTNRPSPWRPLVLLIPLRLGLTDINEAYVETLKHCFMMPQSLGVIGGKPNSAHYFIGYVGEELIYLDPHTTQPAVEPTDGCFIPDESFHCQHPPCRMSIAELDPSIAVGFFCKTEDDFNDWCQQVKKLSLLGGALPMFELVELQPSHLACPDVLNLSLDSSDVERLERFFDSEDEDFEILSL
hIAP block = human IAP inhibitors, primary screen, biochemical, luminescence, uHTS; inhibition, % at 10 µM; 0.12% of 330,000 active; Intestinal-type alkaline phosphatase (Homo sapiens), P09923; purified IAP, CDP-Star luminescence, 30 min;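 active = inhibition reaching a set limit with compound at 10 µM in the primary screen, cut at about 35% in these data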;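 note: plate controls were DMSO wells with enzyme for no effect and no-enzyme buffer wells for full effect; values of inactives mirror those of a sister screen read the other way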
TIM10 inh = growth inhibitors of isogenic TIM10 control yeast, primary screen, counter-screen for tim10-1 yeast inhibitor project, luminescence, uHTS | S. cerevisiae TIM10 strain growth, BacTiter-Glo luminescence, 24 h | inhibition, % at 10 µM | 1.4% of 330,000 active;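 active = inhibition of 40% or more at the single tested concentration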;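 note: wild-type TIM10 isogenic control strain grown at permissive 25 °C; 0% = DMSO yeast wells and 100% = minimal medium wells without yeast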
mIAP block = inhibitors of mouse IAP, primary screen, biochemical, luminescence, uHTS; purified mouse IAP, CDP-Star luminescence, 30 min; inhibition, % at 10 µM; 0.2% of 330,000 active;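 active = inhibition of at least 40% at 10 µM in the primary screen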;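 note: plate controls were DMSO with enzyme for no effect and no enzyme wells for full effect; values of inactives mirror those of a sister screen read the other way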
NLRP3 yeast inh = NALP3 inflammasome inhibitors in reconstituted yeast, primary screen, luminescence, uHTS | Yeast reconstituted NLRP3/ASC/caspase-1, beta-gal luminescence, 24 h | inhibition, % at 10 µM | 0.39% of 330,000 active | AID 2825, 2010;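 active = inhibition of 50% or more; inactive = inhibition below 50%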;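 note: plate controls were induced DMSO wells for no effect and uninduced yeast grown without galactose for full effect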
tim10-1 inh = growth inhibitors of tim10-1 mutant yeast, primary screen, luminescence, uHTS; inhibition, % at 20 µM; 2.2% of 330,000 active; S. cerevisiae tim10-1 ts strain growth, BacTiter-Glo, 24 h; AID 463190, 2010;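 active = inhibition of at least 40%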;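 note: mutant grown at 25 °C; 0% = DMSO wells with yeast and 100% = wells holding no yeast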
Apaf1 inhib = inhibitors of human Apaf-1 apoptosome, primary screen, biochemical, DEVD-Rh110 fluorescence, uHTS; reconstituted apoptosome caspase-3 activity; inhibition, % at 20 µM; 0.71% of 330,000 active; AID 489030, 2010; active = inhibition of at least 40% at 20 µM;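 note: plate controls were DMSO wells for no effect and DEVD-CHO caspase inhibitor wells for full effect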
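Material: cell-free apoptosome with Apaf-1, procaspase-3 and caspase-9; Buffer or medium: Hepes pH 7.5 with detergent and BSA; Reagent: cytochrome c trigger plus (Z-DEVD)2-Rh110 caspase-3 substrate; Times: compound with Apaf-1, dATP, procaspase-3 30 min, then 50 min reaction, room temperature; Technique: Rh110 fluorescence intensity.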
mIAP activ = activators of mouse IAP, primary screen, biochemical, luminescence, uHTS. muIAP, CDP-Star luminescence, 30 min; stronger effect = higher value; 1 = vehicle-only enzyme signal, 0 = enzyme-free wells. AID 2805, 2010. 0.24% of 330,000 active. activation factor at 10 µM. intestinal alkaline phosphatase [Mus musculus];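 active = activation factor of at least 2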; note: the source names both 10 and 20 µM as test concentration; values of inactives mirror those of a sister screen read the other way
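System: Mouse IAP enzyme | Also added: CDP-Star substrate | Dosing: Compounds dispensed in DMSO | Schedule: 30 min enzyme-substrate-compound incubation at room temperature | Technique: Chemiluminescence readout | Control set: DMSO-only wells and no-enzyme negative control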
Starred values were filed as active, the others as inactive.

nr | molecule | hIAP act | ATG4B inhibitor | hIAP block | TIM10 inh | mIAP block | NLRP3 yeast inh | tim10-1 inh | Apaf1 inhib | mIAP activ
1 | CC(=O)Nc1ccc2nc(NC(=O)COc3ccccc3)sc2c1 | 0.95 | -1 | 5 | 20 | 9 | 1 | 13 | -10 | 0.91
2 | C[C@H](CO)N1C[C@H](C)[C@@H](CN(C)Cc2ccc(C(=O)O)cc2)Oc2c(cccc2N(C)C)C1=O | 1.1 | -11 | -6 | -2 | 1 | 6 | 6 | -2 | 0.99
3 | Nc1nonc1N1CCCCC1 | 0.89 | 18 | 11 | 3 | -2 | 7 | 7 | -12 | 1
4 | CC(C)C(=O)N1CCC(Cc2ccccc2)CC1 | 1.2 | -8 | -21 | 6 | -4 | 21 | 5 | 3 | 1
5 | Cc1ccccc1-n1c(SCC(=O)N2CCN(c3ccccn3)CC2)nnc1N1CCOCC1 | 0.99 | 11 | 1 | 10 | -8 | 4 | 4 | 0 | 1.1
6 | Cc1cccc(CSc2ccc3nnc(-c4cccnc4)n3n2)c1 | 1 | -12 | -4 | 13 | -3 | -2 | -30 | 19 | 1
7 | C=CCn1c(SCC(=O)N2CCc3ccccc3C2)nnc1-c1ccncc1 | 1 | 2 | -1 | -10 | -12 | -3 | 7 | 9 | 1.1
8 | COc1ccc2c(c1OC)C(=O)OC2CC(=O)c1ccc2c(c1)OCO2 (centres undefined) | 0.67 | -7 | 33 | -19 | 1 | 2 | -2 | -5 | 0.99
9 | O=C(Nc1ccc(S(=O)(=O)N2CCOCC2)cc1)c1ccc([N+](=O)[O-])s1 | 1 | 5 | -1 | 7 | 4 | 18 | -4 | 0 | 0.96
10 | Cc1oc2ccccc2c1CNC(=O)N(C)C | 0.83 | 7 | 17 | -2 | 7 | 5 | -17 | -14 | 0.93
11 | CCOC(=O)c1sc(NC(=O)c2ccc(S(=O)(=O)N(C)C)cc2)cc1C | 0.92 | -7 | 8 | 3 | 8 | -10 | 14 | 5 | 0.92
12 | Cc1ccc(C(=O)O/N=C(\N)c2ccccc2)c(Cl)c1 | 0.83 | 12 | 17 | 74* | 14 | 36 | 71* | 4 | 0.86
13 | CCOc1ccc(NC(=O)CN(C)C(=O)/C=C/c2ccc(S(=O)(=O)N3CCCCCC3)cc2)cc1OCC | 1.1 | -9 | -14 | 8 | 9 | 20 | 1 | -2 | 0.91
14 | O=C(c1ccccc1)c1sc(N2CCOCC2)nc1-c1ccccc1 | 1.1 | -12 | -6 | 1 | -2 | 17 | 13 | -5 | 1
15 | CC(NS(=O)(=O)c1ccc2c(c1)CC(C)N2C(=O)C1CC1)c1ccccc1 (centres undefined) | 1.2 | -9 | -20 | 13 | 10 | 10 | 30 | 0 | 0.91
16 | CCCc1nc2ccc(NC(=O)c3ccco3)cc2c(=O)n1Cc1ccccc1Cl | 0.88 | 8 | 12 | 2 | 9 | 1 | 8 | 20 | 0.91
17 | O=C(Nc1nccs1)C1Cc2ccccc2CN1S(=O)(=O)c1ccc(F)cc1 (centres undefined) | 0.9 | -10 | 10 | 15 | 0 | -2 | 12 | 3 | 1
18 | CCC(=O)Nc1ccc(C(=O)NNC(=O)c2cccc(C)c2)cc1 | 1.1 | -4 | -9 | -12 | -2 | -2 | 2 | 0 | 1
19 | COc1ccc(NC(=O)c2csc3c2CCCCC3)c(OC)c1 | 1.1 | 1 | -12 | 17 | -3 | 37 | 24 | 9 | 1
20 | O=S(=O)(Nc1ccccn1)c1ccc(Br)cc1 | 1 | 7 | 0 | 2 | 6 | 7 | 16 | 5 | 0.94
21 | COc1ccc(/C=C/C(=O)N(CCC(N)=O)c2ccccc2)cc1S(=O)(=O)N1CCOCC1 | 1 | 2 | -5 | -4 | 6 | 5 | -5 | -4 | 0.94
22 | C/C=C/c1ccc(OCCCCN2CCC(C)CC2)c(OC)c1 | 1.1 | -4 | -10 | -19 | -2 | 8 | 16 | 2 | 1
23 | CCOC(=O)c1[nH]c2ccc(OC)cc2c1NS(=O)(=O)c1ccc(OC)cc1OC | 1 | -17 | -5 | 17 | -11 | 11 | 32 | 10 | 1.1
24 | CCOc1cc(Cl)c(NC(C)=O)cc1OCC | 1.1 | 7 | -11 | -9 | -6 | 13 | -1 | -10 | 1.1

Some of these compounds in order of heavy-atom count, highest first:
nr | molecule | hIAP act | ATG4B inhibitor | hIAP block | TIM10 inh | mIAP block | NLRP3 yeast inh | tim10-1 inh | Apaf1 inhib | mIAP activ
13 | CCOc1ccc(NC(=O)CN(C)C(=O)/C=C/c2ccc(S(=O)(=O)N3CCCCCC3)cc2)cc1OCC | 1.1 | -9 | -14 | 8 | 9 | 20 | 1 | -2 | 0.91
21 | COc1ccc(/C=C/C(=O)N(CCC(N)=O)c2ccccc2)cc1S(=O)(=O)N1CCOCC1 | 1 | 2 | -5 | -4 | 6 | 5 | -5 | -4 | 0.94
23 | CCOC(=O)c1[nH]c2ccc(OC)cc2c1NS(=O)(=O)c1ccc(OC)cc1OC | 1 | -17 | -5 | 17 | -11 | 11 | 32 | 10 | 1.1
17 | O=C(Nc1nccs1)C1Cc2ccccc2CN1S(=O)(=O)c1ccc(F)cc1 (centres undefined) | 0.9 | -10 | 10 | 15 | 0 | -2 | 12 | 3 | 1
15 | CC(NS(=O)(=O)c1ccc2c(c1)CC(C)N2C(=O)C1CC1)c1ccccc1 (centres undefined) | 1.2 | -9 | -20 | 13 | 10 | 10 | 30 | 0 | 0.91
14 | O=C(c1ccccc1)c1sc(N2CCOCC2)nc1-c1ccccc1 | 1.1 | -12 | -6 | 1 | -2 | 17 | 13 | -5 | 1
18 | CCC(=O)Nc1ccc(C(=O)NNC(=O)c2cccc(C)c2)cc1 | 1.1 | -4 | -9 | -12 | -2 | -2 | 2 | 0 | 1
19 | COc1ccc(NC(=O)c2csc3c2CCCCC3)c(OC)c1 | 1.1 | 1 | -12 | 17 | -3 | 37 | 24 | 9 | 1
12 | Cc1ccc(C(=O)O/N=C(\N)c2ccccc2)c(Cl)c1 | 0.83 | 12 | 17 | 74* | 14 | 36 | 71* | 4 | 0.86
24 | CCOc1cc(Cl)c(NC(C)=O)cc1OCC | 1.1 | 7 | -11 | -9 | -6 | 13 | -1 | -10 | 1.1

Other entries.
nr | molecule | hIAP act | ATG4B inhibitor | hIAP block | TIM10 inh | mIAP block | NLRP3 yeast inh | tim10-1 inh | Apaf1 inhib | mIAP activ
25 | COc1ccc(-n2nnc3c(=O)n(CC(=O)N4CCCC4)cnc32)cc1 | 0.95 | -2 | 5 | 8 | 6 | 2 | 3 | -12 | 0.94
26 | CCCN(CC(=O)Nc1ccc(C(N)=O)cc1)CC(=O)Nc1ccccc1C | 1.1 | -4 | -10 | 6 | -3 | 13 | -5 | -13 | 1
27 | CC(=O)c1sc(NC(=O)CN2C(=O)C3CCCCC3C2=O)nc1-c1ccccc1 (centres undefined) | 0.82 | -5 | 18 | 4 | 1 | 2 | -2 | -9 | 0.99
28 | O=C(CCSc1nnc(-c2ccncc2)o1)Nc1ccccc1 | 0.97 | -13 | 3 | -5 | 0 | 7 | -31 | 8 | 1
29 | CCC(C(=O)NCCc1ccc(OC)cc1OC)n1nc(C)n2c(cc3occc32)c1=O (centres undefined) | 1.3 | -7 | -27 | 10 | -2 | 11 | 10 | 11 | 1
30 | CCOC(=O)C1=C(C)NC(=O)NC1c1ccc(Br)s1 (centres undefined) | 0.97 | -9 | 3 | -20 | 12 | -11 | 6 | 11 | 0.88
31 | CC(C)N1CCc2c(sc(NC(=S)NC(=O)c3ccccc3)c2C#N)C1 | 0.94 | -11 | 6 | 13 | -4 | 5 | 15 | 24 | 1
32 | O=C(COC(=O)COc1ccc(Cl)cc1Br)NC1CC1 | 1.1 | 1 | -13 | -14 | 2 | 5 | -15 | -3 | 0.98
33 | CC(C)(C)NC(=O)C(c1ccccc1)N(Cc1cccs1)C(=O)c1csnn1 (centres undefined) | 0.94 | -3 | 6 | 18 | -1 | -1 | 12 | 4 | 1
34 | Nc1nonc1-n1nnc(C(=O)N/N=C/c2ccccc2)c1CN1CCc2ccccc21 | 0.95 | -18 | 5 | 24 | 6 | 6 | -9 | 19 | 0.94
35 | CCOc1cc(C2NC(=O)NC(C)=C2C(=O)NCc2ccccc2)c(Cl)cc1O (centres undefined) | 0.73 | 1 | 27 | 7 | 15 | -52 | 21 | -10 | 0.85
36 | CCN(CC(=O)NC(C)C)C(=O)c1cc(S(=O)(=O)N2CCCCC2)ccc1N1CCCCC1 | 0.95 | -8 | 5 | -4 | -2 | 14 | -8 | 4 | 1
37 | O=[N+]([O-])c1ccc2c(c1)nc1n2CCSC1 | 1.1 | -2 | -10 | -2 | -1 | -5 | -4 | -17 | 1
38 | COC(=O)/C(=C\Nc1ccc(Cl)cc1Cl)NC(=O)c1ccccc1 | 1.1 | -1 | -6 | 13 | 13 | 27 | 29 | 4 | 0.87
39 | O=C(O)C1CCN(S(=O)(=O)c2ccc(Cl)s2)CC1 | 0.91 | -8 | 9 | -13 | 4 | 23 | -16 | -6 | 0.96
40 | Cc1cc(-c2csc(N)n2)c(C)n1CCc1ccccc1 | 0.85 | 11 | 15 | -5 | 22 | 7 | 13 | 14 | 0.78
41 | CC(=O)Nc1ccc(Sc2ccccc2C(=O)O)cc1 | 1.1 | -9 | -7 | 1 | -1 | 14 | 14 | -10 | 1
42 | O=C(NCc1ccccc1)C1=C[C@@H](c2ccc(C(F)(F)F)cc2)C[C@@H](OCc2ccc(CO)cc2)O1 | 0.96 | 12 | 4 | 0 | 14 | 25 | 23 | 32 | 0.86
43 | CCN1CCN(C2CCCCC2NS(=O)(=O)c2ccc(Cl)cc2)CC1 (centres undefined) | 1.2 | -2 | -19 | -5 | 2 | 6 | -4 | 2 | 0.98
44 | COc1coc(/C=C/C(=O)O)cc1=O | 1.1 | 7 | -6 | -4 | -6 | 12 | 4 | 9 | 1.1
45 | COc1ccc(S(=O)(=O)Nc2c(O)ccc3ccccc23)cc1OC | 1 | -6 | 0 | 13 | -2 | 1 | 25 | 11 | 1
46 | C=CCOCCN1C(=O)C2C(c3ccccc3)C=CC(c3ccccc3)C2C1=O (centres undefined) | 1 | -11 | -2 | 25 | 0 | 8 | 41* | 6 | 1
47 | COc1ccccc1OCCCC(=O)Nc1nccs1 | 0.96 | -3 | 4 | 0 | 5 | 14 | 0 | -1 | 0.95
48 | CC(CCc1ccccc1)NC(=O)CSc1ccccn1 (centres undefined) | 1.2 | -7 | -19 | 23 | -7 | -3 | 9 | -5 | 1.1
49 | C(=N\n1cnnc1)/c1ccc(OCc2cccc3ccccc23)cc1 | 1.3 | -14 | -30 | 10 | 11 | 4 | 4 | 29 | 0.89
50 | COc1ccc(CNC(=O)CN(c2ccc(C(C)=O)cc2)S(=O)(=O)c2ccc(C)cc2)cc1OC | 1 | -11 | -4 | -6 | 0 | 9 | 5 | -4 | 1
